KOR beta-arrestin-1: kappa opioid receptor activators – cell-based, luminescence, uHTS, primary screen (AID 1777). activation, % at 10 µM; hits with a dose series show EC50 in µM. 280,000 tested, 0.02% active. KOR beta-arrestin recruitment, luminescence; higher % means a stronger effect; in the data active means activation above about 50%, passing the limit was not always enough; further: a part of the inactive calls stands beside numbers as strong as those of hits
HIV fusion peptide: inhibitors of HIV fusion peptide binding, primary screen, biochemical, uHTS, fluorescence dequenching (AID 1986); cell-free peptide binding, fluorescence dequenching, 30 min; higher % means a stronger effect; inhibition, % at 20 µM, or IC50 in µM where a hit was titrated; 290,000 tested, 0.3% active; in the data active means inhibition mostly above about 52%, no sharp cut-off; inactive means mostly below about 76%; further: some results filed as inactive read as strong as hits
AID2073: inhibitors of Mint1-CaV2.2 protein interaction, biochemical, HTRF (AID 2073) | HTRF protein-protein interaction, Mint1-CaV2.2; higher % means a stronger effect | inhibition, % at 20 µM, or IC50 in µM where a hit was titrated | 290,000 tested, 0.19% active; in the data active means inhibition mostly above about 51%, no sharp cut-off; inconclusive means no clear call, values can overlap the other calls; inactive means mostly below about 53%; further: some results filed as inactive read as strong as hits
NOD1 inhibition: NOD1 signaling inhibitors, primary screen, cell-based, luminescence, uHTS (AID 1578). 290,000 tested, 1% active. NOD1-driven NF-kB luciferase reporter cells, luminescence; higher % means a stronger effect. inhibition, % at 4 µM; hits with a dose series show EC50 in µM; in the data active means inhibition mostly above about 36%, no sharp cut-off; inactive means mostly below about 34%;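 further: HEK-293T reporter cells stimulated with the NOD1 agonist gamma-tri-DAP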
NOD2 inhibition: inhibition of NOD2-driven NF-kB reporter – cell-based, luminescence, uHTS, HEK293 (AID 1566). HEK293 NOD2/NF-kB luciferase reporter, luminescence; higher % means a stronger effect. inhibition, % at 4 µM; hits with a dose series show EC50 in µM. 290,000 tested, 0.63% active; further: many of its hits are not listed in these tables
West Nile virus CPE: inhibition of WNV-induced cytopathic effect – cell-based, CPE readout (AID 1621); one-dose CPE inhibition, % at 10 µM; IC50 in µM for titrated hits; West Nile virus-infected cells, CPE inhibition; higher % means a stronger effect; 290,000 tested, 0.02% active; in the data active means a potency from the dose series; inconclusive means CPE inhibition mostly from about 3.7% at the one dose, without a potency; inactive means the rest, 99 in 100 with CPE inhibition below about 2.2%; further: strong numbers were not always called active
NS5 inhibitors: Dengue-2 NS5 methyltransferase inhibitors, primary screen, biochemical, confirmation dose response (AID 588689); Dengue-2 NS5 methyltransferase capping enzyme assay, biochemical; higher % means a stronger effect; inhibition, % at 25 µM; hits with a dose series show IC50 in µM; 340,000 tested, 0.3% active; in the data active means a potency from the dose series; inconclusive means inhibition above about 29% without an active follow-up result
KOR beta-arrestin-2: kappa opioid receptor blockers – cell-based, luminescence, uHTS (AID 1778); KOR beta-arrestin recruitment, luminescence, antagonist mode; higher % means a stronger effect; inhibition, % at 10 µM; hits with a dose series show IC50 in µM; 290,000 tested, 0.091% active; further: strong numbers were not always called active
Yfh1-depleted yeast: enhancers of respiration in Yfh1-depleted yeast, dose response, Friedreich's ataxia, plus single-dose screen (AID 1465); 220,000 tested, 0.074% active; fold induction at 50 µM, or EC50 in µM where a hit was titrated; S. cerevisiae Yfh1-off respiration, WST-1 reduction, 72 h; higher fold induction means a stronger effect;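 active means fold induction of absorbance versus untreated yeast above a set limit, then at least 30% activation at any dose in follow-up; inconclusive means repeats straddling the limit, or above it without dose testing; inactive means fold induction below the set limit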;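 further: activators that raise dye reduction in frataxin-depleted yeast; strong numbers were not always called active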
NS5 inhibitors pilot replicate: further read-out of NS5 inhibitors, marked with its call; inhibition, %; measured here: pilot screen replicate inhibition
* hit, by the source's call; i = inactive; ? = inconclusive; nt = no result given; [ ] = dose if it differs, or a comment. Unless noted, no stated cut-off is given here; in the data, active means inhibition above about 50%; inactive means the rest. Only part of the results is shown. The share of hits here may be higher or lower than overall.

SMILES | KOR beta-arrestin-1 | HIV fusion peptide | AID2073 | NOD1 inhibition | NOD2 inhibition | West Nile virus CPE | NS5 inhibitors | KOR beta-arrestin-2 | Yfh1-depleted yeast | others
O=C(NCCc1ccccn1)c1cccc(S(=O)(=O)N2CCc3ccccc32)c1 | 5.3% | -0.7% | -1% | -25% | 5% | -0.3% | -5% | -27% | i
Cc1ccccc1-c1noc(-c2ccccc2C(=O)N2CCCC2)n1 | 15% | -1.9% | 4% | -10% | 7% | 0.1% | 1% | 6% | i
C/C(=N\NC(=S)NCCc1ccccc1)c1cccc(Br)c1 | 3.3% | 1.3% | 5% | -24% | -20% | -0.4% | -7% | -18% | i
Cc1ccc(C)c(NS(=O)(=O)c2c(C)[nH]c(C)c2C(=O)N2CCCCC2)c1 | -0.6% | -0.9% | 7% | -2% | -8% | -0.6% | -12% | -27% | nt
Cc1ccc(NC(=O)CSCc2cc(=O)n3cc(C)sc3n2)c(C)c1 | 0.6% | 0.0% | 1% | -10% | -2% | -0.1% | -8% | -46% | nt
CCC/C(O)=C1\C(=O)CC(c2ccccc2)CC1=NCCc1c(C)[nH]c2ccc(C)cc12 (configuration not stated) | -3.0% | -1.0% | 12% | 4% | -38% | -0.4% | -1% | 24% | i
CC(=O)NNc1cccc(Cl)n1 | -2.9% | -3.4% | -35% | nt | 4% | nt | 6% | 7% | nt
Cn1nc(-c2ccccc2)c(CO)c1Sc1ccccc1 | 2.6% | 0.6% | 3% | -10% | 8% | -1.0% | nt | -10% | i
COC(=O)c1ccccc1NC(=O)NCc1cccnc1 | -0.1% | -1.8% | 6% | -12% | 14% | 0.9% | -1% | 22% | i
COc1ccc(Cl)cc1C(=O)O/N=C(\N)c1ccccn1 | 0.9% | -0.1% | -6% | -32% | -36% | ? | 3% | 0%[20 µM] | nt
CCOC(=O)NC(=O)c1cn(Nc2ccccc2C(F)(F)F)c(=O)[nH]c1=O | -2.4% | 0.1% | -2% | -7% | 11% | -0.1% | -2% | 31% | i
COc1ccc(-n2nnnc2SCC#CCO)cc1 | nt | -3.7% | -6% | 9% | 14% | 0.1% | -6% | 8% | i
O=C(CSc1nnc(-c2ccco2)o1)c1ccccc1Cl | -0.7% | 0.5% | 4% | -59% | -18% | -0.3% | -5% | -13% | i
COc1ccc(C(CNC(=O)COc2cc(C)c(Cl)c(C)c2)N2CCCCC2)cc1 (configuration not stated) | 0.0% | 2.0% | 4% | 0% | -10% | -0.7% | -22% | -40% | nt
O=C1C(c2ccc(F)cc2)N(Cc2ccc3c(c2)OCO3)C(=O)CN1C1CCCCCC1 (configuration not stated) | 1.1% | -3.0% | -11% | -9% | -10% | -0.6% | -9% | 26% | i
Cc1ccc(S(=O)(=O)N2CCOCC2)cc1NC(=O)CSc1nnnn1C | 3.5% | -0.6% | -6% | -16% | -6% | 0.4% | 0% | -18% | i
Cc1cccc([C@@H]2[C@@H]3C(=O)N(Cc4ccccc4)C(=O)[C@@H]3[C@]3(C)C(=O)N(c4ccc(C(F)(F)F)cc4)C(=O)N23)c1 | -5.6% | -0.3% | 4% | 0% | -5% | -0.8% | -2% | -10%[20 µM] | nt
Cc1ccc(S(=O)(=O)N/N=C/c2ccc(C#N)cc2)cc1 | -0.1% | 2.0% | -34% | -4% | -4% | 0.6% | -2% | 3% | nt
CCOc1cc(Br)ccc1S(=O)(=O)N1CCC(C(N)=O)CC1 | 1.4% | 2.1% | 7% | -26% | -3% | -0.2% | -2% | -2% | i
COc1ccccc1NC(=O)CCC(=O)OCc1ccc([N+](=O)[O-])cc1 | nt | -1.0% | 2% | -26% | -10% | -0.1% | 7% | -33%[20 µM] | i
Cc1cc(C)nc(NC(=O)COc2cc(Cl)cc(Cl)c2)n1 | -2.2% | 2.5% | -1% | -19% | 12% | 0.1% | -9% | -4% | i
CNS(=O)(=O)c1cc(Nc2ncnc3sccc23)ccc1C | -5.5% | 0.4% | 1% | -3% | 21% | -0.9% | -1% | 11% | nt
Cc1ccc2oc(-c3ccco3)cc(=O)c2c1 | -9.2% | -0.6% | 4% | -36% | -68% | 0.0% | 0% | 19%[20 µM] | i
CCS(=O)(=O)c1ccc(-c2cccc(NC(=O)COc3ccc(Cl)cc3)c2)nn1 | 0.9% | -0.1% | 5% | -45% | -5% | -1.2% | -1% | -77% | nt
O=C(NNc1nc(-c2ccccc2)cs1)c1ccccc1 | 7.8% | -1.4% | -29% | -7% | -32% | nt | 11% | -28% | nt | NS5 inhibitors pilot replicate=6.4
Cc1cc(C)cc(NC(=O)CN(C)S(=O)(=O)c2cnc[nH]2)c1 | -5.2% | 1.2% | 14% | 14% | 28% | 0.3% | 1% | 14% | i
O=C(CSc1nnc(CNC(=O)c2cccs2)o1)NC1CCCC1 | -3.8% | -1.4% | -1% | -4% | 4% | 0.3% | 2% | -9% | i
COc1ccc(C(=O)c2ccc(CC#N)s2)cc1 | -2.1% | 1.9% | 10% | -25% | -27% | 0.0% | -10% | 2% | i
Cc1ccc(-c2nc(C#N)c(NCCc3ccccn3)o2)cc1 | 13% | 0.2% | 5% | -64% | -69% | -0.2% | 0% | 1% | i
O=C(c1ccccc1)c1coc2ccc(O)c(Cl)c12 | -8.5% | -1.2% | -7% | 4% | -42% | 0.2% | -2% | nt | i
C=CCn1c(=O)c2c(nc3n2CC(C)CN3Cc2ccccc2)n(C)c1=O (configuration not stated) | -2.1% | -2.1% | 4% | 4% | 16% | -0.2% | -3% | 1% | nt
COc1ccc(-c2n[nH]c3c2CN(C(=O)c2ccc(F)cc2)CC3)cc1 | -5.2% | -1.1% | 11% | 14% | -5% | -0.4% | -7% | -1% | nt
CCc1ncc(CN2CCC(C(=O)Nc3ccc(-n4nc(C)cc4C)cc3)CC2)cn1 | -4.7% | 1.3% | 3% | -18% | 12% | -0.6% | 1% | 6% | nt
Cc1cc(N/N=C/c2cccc([N+](=O)[O-])c2)nc(-n2nc(C)cc2C)n1 | 1.1% | -0.1% | 7% | -14% | 11% | 2.4% | -4% | 34% | i
CCOc1ncccc1C(=O)OCC(=O)Nc1ccc(C(C)C)cc1 | 5.6% | 0.8% | -9% | -44% | 0% | -0.5% | 3% | -20% | i
CCOn1c(=O)c(-c2ccc(F)cc2)[n+]([O-])c2ccccc21 | -2.9% | 0.2% | 5% | -9% | -3% | 0.7% | 3% | 10% | nt
O=C(CS(=O)CC(=O)Nc1ccc(Cl)cc1)NCC1OCCc2ccccc21 (configuration not stated) | -2.4% | 1.2% | 0% | -9% | 4% | -0.5% | -10% | 1% | i
COc1cccc2c1CCc1c-2nc2ccccc2c1C(=O)O | -0.5% | 0.6% | 34% | -19% | -90% | 0.7% | -1% | -19% | nt
COc1cc(SC)ccc1C(=O)NCCCOC(C)C | 0.4% | -0.2% | -9% | -12% | 10% | 0.5% | -11% | 27% | i
COc1ccc(Br)cc1S(=O)(=O)Nc1ccc(Cl)cn1 | 1.5% | 1.2% | 0% | -8% | 3% | 0.1% | -4% | -8% | nt | NS5 inhibitors pilot replicate=0.3
O=c1c2ccccc2nc(SCc2ccccc2)n1Cc1ccco1 | -6.0% | -0.3% | 12% | 22% | 15% | -0.7% | -2% | -22% | i
CCOc1ccc(S(=O)(=O)N(C(=O)c2ccco2)c2cc3sc(=O)oc3c3ccccc23)cc1 | 7.8% | 50% | 10% | 50% | 19% | -0.6% | -7% | -10% | i
CC(=O)N1CCC(N(CCN2CCOCC2)C(=S)Nc2cccc(C)c2)CC1 | 3.8% | -0.8% | ? | 0% | 16% | -0.9% | -3% | 2% | i
COC(=O)c1cc(S(=O)(=O)C(C)C)c(S(C)=O)s1 (configuration not stated) | -3.0% | -1.8% | 2% | -15% | 15% | 1.5% | -4% | -2% | i
O=C(CCCCCNC(=O)N1CCn2c1nc1ccccc12)NCCc1ccccc1 | nt | 0.8% | -8% | -8% | 2% | 0.2% | 0% | nt | nt
CC(=O)Nc1ccc(C(=O)CSc2nnnn2C)cc1 | 5.5% | 0.5% | -6% | 2% | 4% | 0.2% | -8% | -14% | i
COc1cc(/C=N/Nc2nc(C)cc(=O)[nH]2)ccc1OC(=O)c1cccnc1 | -3.7% | 0.0% | 5% | -24% | 10% | -0.6% | 10% | 21% | i
COC(=O)c1cccc(C23CC4(C2)[C@H](CN(Cc2ccc(C(F)(F)F)cc2)[C@@H]4c2ccccc2)C3c2ccc(C(F)(F)F)cc2)c1 (some centres not stated) | -1.4% | 1.2% | 18% | -4% | 11% | -0.5% | nt | 12% | i
O=c1[nH]c(SCc2n[nH]c(=S)n2-c2ccccc2)nc2ccccc12 | 3.5% | -0.9% | -24% | -21% | 2% | 1.4% | -3% | 18% | i
O=C(CCC(=O)c1ccc(Br)cc1)Nc1cccnc1 | 2.0% | -0.2% | 12% | -37% | 21% | 0.4% | -6% | -54%[20 µM] | i

Later entries.
SMILES | KOR beta-arrestin-1 | HIV fusion peptide | AID2073 | NOD1 inhibition | NOD2 inhibition | West Nile virus CPE | NS5 inhibitors | KOR beta-arrestin-2 | Yfh1-depleted yeast | others
c1ccc(-c2cnn3c(-c4ccccc4)c(-c4ccccc4)nc3n2)cc1 | -3.1% | 40% | 15% | -14% | 15% | -0.5% | ? | -16% | i
CCOCCCn1c(SCC(=O)NC2CCCC2)nc2ccccc2c1=O | 5.8% | 0.7% | -8% | -14% | 6% | 0.0% | 25% | -18% | nt
COc1ccc(Cl)cc1N(CC(=O)NCC(C)C)S(=O)(=O)c1ccc(C)c([N+](=O)[O-])c1 | 2.8% | 1.4% | 10% | -20% | -8% | -1.6% | 2% | -19% | i
COc1ccc(C(CNC(=O)c2oc3ccc(F)cc3c2C)N2CCCCC2)cc1 (configuration not stated) | 3.2% | 0.5% | 8% | 22% | -5% | -1.2% | -6% | -44% | nt
N#CC(C#N)=c1ccc2c(c1)N1C3=C(CCCC3)CC3CCCCC31N=2 (configuration not stated) | -3.3% | -3.7% | -36% | 7% | 5% | ? | -12% | 30% | i
COc1ccc(/C=C(\C#N)C(=O)NCCCn2ccnc2)cc1 | -2.6% | -1.0% | -5% | -9% | 19% | -0.3% | nt | -20% | i
N/C(=N\c1nc2ccccc2o1)NC(=O)c1ccc([N+](=O)[O-])cc1 | -0.7% | 0.7% | 12% | -9% | 8% | -0.2% | nt | -3% | i
COc1ccccc1N1CCN(S(=O)(=O)c2cc(C)sc2C)CC1 | -0.3% | 0.1% | 10% | 2% | 9% | 0.2% | -1% | 6% | i
Cc1ccc(OCCN(C)C(=O)C2CCC(=O)N(CC3CCCCC3)C2)cc1 (configuration not stated) | -0.3% | -0.3% | -4% | -20% | 2% | -0.7% | -10% | -10% | nt
CCS(=O)(=O)c1nc2ccccc2n1Cc1ccccc1Cl | -1.1% | -1.6% | 4% | -6% | 12% | 0.1% | -4% | 3% | i
CN1CCN(NC(=O)c2cn(-c3ccccc3)nc2-c2cccs2)CC1 | -1.9% | -1.1% | -4% | -22% | 7% | -0.3% | 2% | -2% | i
